# Yfh1-depleted yeast: enhancers of respiration in Yfh1-depleted yeast, dose response, Friedreich's ataxia, plus single-dose screen (AID 1465); S. cerevisiae Yfh1-off respiration, WST-1 reduction, 72 h; higher fold induction means a stronger effect; fold induction at 50 µM, or EC50 in µM where a hit was titrated; actives 0.074% (n = 220,000);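 active means fold induction of absorbance versus untreated yeast above a set limit, then at least 30% activation at any dose in follow-up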;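 further: activators that raise dye reduction in frataxin-depleted yeast; strong numbers were not always called active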
# M17LAP inhibition: P. falciparum M17LAP inhibitors, primary screen, biochemical, fluorogenic H-Leu-NHMec substrate, 1536-well (AID 1619) | Leucine aminopeptidase (Plasmodium falciparum (isolate 3D7)) | recombinant M17LAP, H-Leu-NHMec fluorogenic kinetic assay; higher % means a stronger effect | one-dose inhibition, % at 30 µM; IC50 in µM for titrated hits | actives 0.38% (n = 220,000);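 active means compound inhibiting the enzyme by more than half at any dose during confirmatory dose-response retesting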;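 further: plate controls were full reaction with DMSO carrier for no effect and no enzyme background for full effect; strong numbers were not always called active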
# human PMI inhibition: inhibitors of human PMI, primary screen, biochemical, fluorescence intensity, coupled assay (AID 1209); purified PMI enzyme, coupled fluorescence intensity; higher % means a stronger effect; actives 0.42% (n = 190,000); inhibition, % at 20 µM, or IC50 in µM where a hit was titrated;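 further: plate controls were DMSO vehicle for no effect and wells lacking substrate for full effect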
# LYP inhibition: inhibitors of LYP phosphatase, biochemical, fluorescence intensity, uHTS (AID 1779) | Tyrosine-protein phosphatase non-receptor type 22 (Homo sapiens) | recombinant LYP phosphatase, fluorescence intensity; higher % means a stronger effect | one-dose inhibition, % at 11.5 µM; IC50 in µM for titrated hits | actives 0.054% (n = 290,000);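 further: plate controls were vehicle with enzyme for no effect and no enzyme for full effect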
# human PMI inhibitors: human PMI inhibitors, high substrate, primary screen, biochemical, fluorescence intensity, high mannose 6-phosphate (AID 1220). Mannose-6-phosphate isomerase (Homo sapiens). recombinant PMI enzyme, coupled fluorescence intensity; higher % means a stronger effect. inhibition, % at 20 µM, or IC50 in µM where a hit was titrated. actives 0.66% (n = 190,000)
# WT yeast gro inh: growth inhibition of WT strain, primary screen, mitochondrial fusion inhibitor project, WT and mutant strains, chemical genetic. inhibition, % at 10 µM. actives 2.1% (n = 190,000). AID 1362, 2008. mitochondrial fusion phenotypic screen; in the data active means inhibition above about 58%; tested in S. cerevisiae
# TNAP activators: human TNAP enzyme activators, primary screen, biochemical, luminescent, no phosphate acceptor, uHTS (AID 1001); actives 0.03% (n = 200,000); Alkaline phosphatase, tissue-nonspecific isozyme (Homo sapiens); purified TNAP, luminescent activation assay, no phosphate acceptor; higher activation fold means a stronger effect; activation fold at 20 µM, or EC50 in µM where a hit was titrated; in the data active means activation fold from about 3, or a potency from the dose series; inactive means the rest, 99 in 100 with activation fold below about 1.6; further: many of its hits are not listed in these tables
# XIAP antagonists: XIAP antagonists, biochemical, IAP family, fluorescence polarization (AID 1018). E3 ubiquitin-protein ligase XIAP (Homo sapiens). XIAP BIR domain, fluorescence polarization peptide displacement; higher % means a stronger effect. displacement, % at 20 µM, or IC50 in µM where a hit was titrated. actives 0.007% (n = 200,000); in the data active means displacement above about 50%; further: a part of the inactive calls stands beside numbers as strong as those of hits
# M1AAP inhibition: P. falciparum M1AAP inhibitors, biochemical, fluorogenic H-Leu-NHMec substrate, 1536-well (AID 1445); recombinant M1AAP, H-Leu-NHMec fluorogenic kinetic assay; higher % means a stronger effect; actives 0.42% (n = 220,000); Aminopeptidase N (Plasmodium falciparum (isolate 3D7)); one-dose inhibition, % at 30 µM; IC50 in µM for titrated hits;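 active means primary inhibition above the hit cutoff, then over 50% inhibition at one or more dose response concentrations, cut at about 23% in these data, passing the limit was not always enough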;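 further: plate controls were DMSO full reaction for no effect and no enzyme background for full effect; strong numbers were not always called active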
# WT yeast gro inh mutant strain: further read-out of WT yeast gro inh, marked with its call; inhibition, %; mitochondrial fusion phenotypic screen, mutant strain inhibition
# Active calls of the source: *; i = inactive; nt = not tested or not shown. Unless noted, no stated cut-off is given here; in the data, active means inhibition above about 50%; inactive means the rest. Some of the compounds tested; rates above refer to the full screens.
[1] CCCCCCn1c(=O)c(C(=O)Nc2nnc(C)s2)c(O)c2ccccc21
[2] Cc1nn(Cc2ccccc2)c(C)c1C(=O)O
[3] O=c1[nH]c(=O)n(-c2ccccc2)c(O)c1/C=C1/C(c2ccccc2)=Nc2ccccc21
[4] Cc1ccc(/C=C2\C(=O)NC(=O)N(Cc3ccccc3Cl)C2=O)o1
[5] O=C1NC(=O)C2(Cc3ccccc3N3CCCC32)C(=O)N1c1ccccc1 (centres undefined)
[6] CN1CCN(Cc2ccc(Br)s2)CC1
[7] CN1CCN(c2ncc(C=O)s2)CC1
[8] O=c1[nH]c(=O)n(Cc2ccco2)c(O)c1/C=N/N1CCCCC1
[9] O=c1[nH]c(CN2CCNCC2)nc2ccccc12
[10] CCCn1cc2c3c(cccc31)C1CC(C)CN(C)C1C2 (centres undefined)
compound no.,1,2,3,4,5,6,7,8,9,10
Yfh1-depleted yeast,i,i,i,i,i,i,i,i,i,i
M17LAP inhibition,-5%,-1%,16%,4%,8%,11%,8%,13%,-8%,2%
human PMI inhibition,nt,-6%,-10%,-42%,-33%,2%,-1%,-14%,-4%,nt
LYP inhibition,-11%,-3%,-8%,-4%,-8%,-4%,-5%,-3%,-4%,-5%
human PMI inhibitors,nt,-8%,-8%,-90%,-33%,-5%,-1%,-11%,-5%,nt
WT yeast gro inh,36,-2,51,-10,-1,0,-12,-19,16,nt
WT yeast gro inh mutant strain,-12,-3,38,0,4,15,3,-2,0,nt
TNAP activators,1,1.1,0.8,0.9,1.1,1.2,1.1,1,1.1,nt
XIAP antagonists,-1.2%,-5.6%,9.6%,-1.9%,-18%,-3.1%,2.0%,-5.4%,-5.1%,nt
M1AAP inhibition,6%,0%,11%,19%,8%,2%,-3%,5%,2%,0%

[11] Cc1ccc(/C=C2/C(=O)NC(=O)N(CCc3ccc(F)cc3)C2=O)s1
[12] C/C=C(\C)C(=O)OC1C(C)=C2C(C1OC(=O)CCCCC)C(C)(OC(C)=O)CC(OC(=O)CCC)C1(O)C2OC(=O)C1(C)O (centres undefined)
[13] CCN(C(=O)Oc1ccccc1)c1ccc(C(O)(C(=O)OC)C(F)(F)F)cc1 (centres undefined)
[14] CC(C)Oc1ccc(C2C(C#N)=C(N)Oc3c2c(=O)oc2ccccc32)cc1 (centres undefined)
[15] CCC(C)NC(=O)c1c(N)n(CC2CCCO2)c2nc3ccccc3nc12 (centres undefined)
[16] O=C1Nc2ccccc2/C1=C/c1nc2ccccc2c(=O)n1-c1ccc(O)cc1
[17] CCOc1ccc(C2SCC(=O)Nc3c2c(=O)[nH]n3C2CCCCCC2)cc1 (centres undefined)
[18] CCCCCCOc1ccc(CN2CCN(C)CC2)cc1
[19] Cn1ccc(NC(=O)CCl)n1
[20] CCOc1ccc(-n2c(O)c(N=Nc3ccc([N+](=O)[O-])cc3)c(=O)[nH]c2=O)cc1
compound no.,11,12,13,14,15,16,17,18,19,20
Yfh1-depleted yeast,i,i,i,i,i,i,i,i,i,i
M17LAP inhibition,10%,-9%,3%,11%,-32%,8%,13%,-6%,-16%,19%
human PMI inhibition,-3%,nt,7%,14%,35%,nt,8%,13%,-27%,-11%
LYP inhibition,0%,17%,-2%,1%,-9%,-2%,-8%,0%,-8%,4%
human PMI inhibitors,4%,nt,5%,2%,64%*,nt,9%,6%,-24%,-2%
WT yeast gro inh,-1,nt,4,-8,23,nt,-5,24,-2,7
WT yeast gro inh mutant strain,6,nt,-6,-13,-3,nt,-10,21,-11,1
TNAP activators,1.1,nt,1.1,1,1.2,nt,1.1,1.1,1.1,0.8
XIAP antagonists,-4.1%,nt,-4.6%,-6.3%,-1.5%,nt,-5.1%,-5.3%,-2.6%,-0.8%
M1AAP inhibition,9%,1%,-3%,3%,15%,4%,2%,3%,10%,21%

[21] CCCCCCC(=O)N/N=C/c1c(O)n(CCCC)c(=S)[nH]c1=O
[22] CC(C)CNP(=S)(c1ccccc1)C(C)(C)C (centres undefined)
[23] Cc1c(C(c2ccccc2Cl)c2c(O)c3ccccc3oc2=O)c(=O)n(-c2ccccc2)n1C (centres undefined)
[24] COc1ccc([N+](=O)[O-])cc1N=Cc1c(O)n(CCc2ccccc2)c(=O)n(C(C)C)c1=O
[25] O=c1[nH]c(=S)[nH]c(O)c1N=Nc1ccc2c(c1)OCO2
[26] COc1ccccc1CN1CCN(C(=O)Cc2ccccc2)CC1
[27] N#C/C(=C(/O)c1ccc(S(=O)(=O)N(CCCl)CCCl)cc1)c1nc2ccccc2[nH]1
[28] COc1ccccc1OCC#CCN1CCOCC1
[29] CN1C(=O)/C(=C\N2CCc3ccccc32)C(=O)NC1=S
[30] N#CC(c1ccccc1)N1CCOCC1 (centres undefined)
compound no.,21,22,23,24,25,26,27,28,29,30
Yfh1-depleted yeast,i,i,i,i,i,i,i,i,i,i
M17LAP inhibition,-1%,12%,6%,-20%,7%,0%,2%,-2%,39%,1%
human PMI inhibition,nt,nt,-4%,-26%,0%,-6%,nt,-7%,-4%,nt
LYP inhibition,0%,-7%,-2%,9%,2%,1%,-8%,-5%,2%,-5%
human PMI inhibitors,nt,nt,-1%,-31%,3%,-6%,nt,-12%,16%,nt
WT yeast gro inh,nt,nt,-121,21,8,2,nt,-12,11,nt
WT yeast gro inh mutant strain,nt,nt,-51,11,8,11,nt,-5,23,nt
TNAP activators,nt,nt,1,1.1,0.7,1.1,nt,1.1,1.1,nt
XIAP antagonists,nt,nt,-3.0%,-7.0%,-0.7%,-4.9%,nt,-4.0%,-3.9%,nt
M1AAP inhibition,-2%,0%,77µM*,-2%,14%,-3%,4%,-2%,10%,3%

# One compound at a time, as listed above. Screens in order: Yfh1-depleted yeast | M17LAP inhibition | human PMI inhibition | LYP inhibition | human PMI inhibitors | WT yeast gro inh | WT yeast gro inh mutant strain | TNAP activators | XIAP antagonists | M1AAP inhibition
# COc1ccccc1CN1CCN(C(=O)Cc2ccccc2)CC1 reads i | 0% | -6% | 1% | -6% | 2 | 11 | 1.1 | -4.9% | -3%
# COc1ccc([N+](=O)[O-])cc1N=Cc1c(O)n(CCc2ccccc2)c(=O)n(C(C)C)c1=O reads i | -20% | -26% | 9% | -31% | 21 | 11 | 1.1 | -7.0% | -2%

# Carrying on.
[31] Clc1ccc(C(c2ccccc2)c2ncc[nH]2)cc1 (centres undefined)
[32] Cc1nn(Cc2ccccc2Cl)c(C)c1C(=O)OCC(=O)N1CC(C)OC(C)C1 (centres undefined)
[33] C/C(=N\NC(=O)c1ccncc1)c1c(O)n(Cc2ccccc2)c(=O)[nH]c1=O
[34] Cc1ccc(C(=O)C2(C)N(O)C(C)C(c3cccs3)=[N+]2[O-])cc1 (centres undefined)
[35] N=c1sccn1Cc1ccc(Cl)cc1Cl
[36] O=c1c2ccccc2nc(-c2ccccc2)n1-c1ccccn1
[37] CCOP(=O)(C#CC(C)(C)C)C(C)(O)c1ccccc1 (centres undefined)
[38] O=c1c2ccccc2nc(SCC2CCCCO2)n1-c1ccccc1 (centres undefined)
[39] CP(=O)(Nc1ccc(Cl)cc1)c1nc2c(s1)CCCC2 (centres undefined)
[40] CC1CCC(C(C)C)C(OC(=O)Cn2c(COc3ccccc3)[n+](C)c3ccccc32)C1 (centres undefined)
compound no.,31,32,33,34,35,36,37,38,39,40
Yfh1-depleted yeast,i,i,i,i,i,i,i,i,i,i
M17LAP inhibition,-9%,-5%,32%,24%,6%,11%,4%,-14%,6%,-5%
human PMI inhibition,1%,7%,nt,9%,-11%,-10%,3%,-2%,nt,nt
LYP inhibition,-8%,-4%,0%,1%,-7%,-5%,-6%,-10%,-1%,5%
human PMI inhibitors,1%,-6%,nt,9%,-2%,-11%,-2%,-3%,nt,nt
WT yeast gro inh,19,-3,nt,-3,7,-23,7,14,nt,nt
WT yeast gro inh mutant strain,-1,-3,nt,5,9,-2,24,-12,nt,nt
TNAP activators,1.2,1.1,nt,1,1,1.1,1,1.1,nt,nt
XIAP antagonists,-17%,-8.6%,nt,-7.2%,0.3%,-5.6%,-23%,-3.8%,nt,nt
M1AAP inhibition,0%,-1%,21%,9%,9%,-2%,7%,7%,2%,-1%

[41] O=C(c1cccs1)N1C2CCC1CC(O)(c1cccnc1)C2 (centres undefined)
[42] Cc1cccc(C(=O)Nc2ccc(Cl)cc2C(=O)c2ccccc2)c1
[43] COc1ccc(CCNC2CCCCC2)cc1
[44] Cc1cccc(-n2c(=S)[nH]c3ccccc3c2=O)n1
[45] CCOC(=O)c1c(C)n(Cc2ccccc2)c2ccc(O)cc12
[46] CC(=O)Nc1cc(C(=O)N2CCC3(CC2)OCCO3)ccc1S(=O)(=O)c1ccc(C)cc1
[47] CCOC(=O)C1SC2(C(F)F)CC1(O)c1c(c(OC)c3occc3c1OC)O2 (centres undefined)
[48] Cc1ccc(C(=O)c2cc(Br)ccc2N)cc1
[49] O=C1C2CCCN2C(c2ccccc2)N1c1ccccn1 (centres undefined)
[50] Cc1ccc(-n2c(O)c(C=NCC3CCCO3)c(=O)[nH]c2=O)c(C)c1 (centres undefined)
compound no.,41,42,43,44,45,46,47,48,49,50
Yfh1-depleted yeast,i,i,i,i,i,i,i,i,i,i
M17LAP inhibition,8%,13%,-6%,4%,1%,-3%,9%,-2%,-13%,-5%
human PMI inhibition,0%,12%,-4%,4%,28%,-9%,4%,-7%,8%,nt
LYP inhibition,-2%,2%,-5%,-19%,0%,-4%,-1%,-2%,2%,-10%
human PMI inhibitors,-2%,12%,-7%,-3%,41%,-5%,4%,-1%,4%,nt
WT yeast gro inh,51,1,-22,-16,-20,3,64*,21,0,nt
WT yeast gro inh mutant strain,11,-7,7,6,4,8,16*,5,18,nt
TNAP activators,1,1,1.1,1.1,1.1,1.1,1.2,1,1.1,nt
XIAP antagonists,-8.2%,-16%,-4.7%,-4.9%,-4.4%,-2.1%,-4.9%,-5.4%,-4.7%,nt
M1AAP inhibition,-3%,9%,3%,2%,6%,3%,4%,1%,5%,-5%

[51] O=C1NC(=O)C(CCc2ccncc2)(Cc2ccc([N+](=O)[O-])cc2)C(=O)N1
[52] COc1cccc(C2(O)CCN(CC(=O)Nc3nc(C)cs3)CC2)c1
[53] CCC(=NCCc1ccccc1)c1c(O)n(C)c(=O)n(C)c1=O
[54] CN1C2c3ccccc3C3C4c5ccccc5C(C31)C(C2[N+](=O)[O-])N4C (centres undefined)
compound no.,51,52,53,54
Yfh1-depleted yeast,i,i,i,i
M17LAP inhibition,0%,-2%,4%,1%
human PMI inhibition,-32%,-6%,nt,nt
LYP inhibition,-5%,-7%,-9%,-7%
human PMI inhibitors,-15%,4%,nt,nt
WT yeast gro inh,-9,9,nt,nt
WT yeast gro inh mutant strain,-2,12,nt,nt
TNAP activators,1.1,1.1,nt,nt
XIAP antagonists,-2.8%,-7.0%,nt,nt
M1AAP inhibition,6%,4%,2%,-4%

# Screens: PubChem BioAssay, several laboratories
